# Yeast growth inh: chemicals that inhibit yeast BB579 growth in restrictive medium (lifespan-shortening candidates) | S. cerevisiae BB579 growth, OD615, 48 h | inhibition, % at 10 µM | actives 0.51% (n = 140,000);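 active = inhibition above a set limit, 3 SD over the mean compound inhibition, cut at about 44% in these data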; also: inactives centre near -24
#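 test system = yeast BB579 (DeaD) | buffer or medium = restrictive CSMM-D medium | doses = single compound dose of 10 µM, 0.25% DMSO final | times = 4 h preincubation and 48 h exposure at 30 °C | technique = culture absorbance at 615 nm | benchmarks = amphotericin B 10 µg/mL, positive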
# Yeast life ext: extends the lifespan of yeast | inhibition of the nicotinamide effect, % at 10 µM | S. cerevisiae growth with nicotinamide, OD615; deaD strain in restrictive glucose medium | actives 0.68% (n = 130,000);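 active = inhibition above a set limit, placed 3 SD over the median of all compounds, cut at about 26% in these data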;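 also: 0% = nicotinamide-treated wells and 100% = cells grown without nicotinamide; some compounds called inactive have numbers as strong as hits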
#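 Test system – modified budding yeast, DeaD strain · Compound – single dose 10 µM compound, 0.25% DMSO · Times – culture preincubation 4 h, compound exposure 48 h, both 30 °C · Detection – optical density (absorbance) at 615 nm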
# PTEN del growth: growth suppressors of cells with PTEN tumor suppressor deletion; HCT116 PTEN-null viability, CellTiter-Glo, 60 h; hits give low values; viability, % at 10 µM; actives 1.2% (n = 140,000);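 active = viability at or below a set limit, 4 SD under the median of all tested compounds, cut at about 3.7% in these data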;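 also: PTEN knockout HCT116 line with beta catenin targeted HCT116 as companion control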
# bCat KO growth: beta-catenin-lacking colon tumor cell growth suppression; actives 1.5% (n = 140,000); viability, % at 10 µM; HCT116 beta-catenin knockout viability, CellTiter-Glo, 60 h; hits give low values;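 active = viability at or under a set limit, the compound median less 4 SD, cut at about 6% in these data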;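 also: 0% = Hyamine 1622 control at 20 µM and 100% = untreated cell control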
# NPY-Y2 antag: blocks the human neuropeptide Y Y2 receptor; P49146; NPY-Y2 expressing cells, antagonist mode; inhibition, % at 2.7 µM; actives 0.99% (n = 140,000); in the data active = inhibition above about 17%;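 also: 0% = vehicle with agonist challenge and 100% = reference antagonist with challenge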
# Target sequence (P49146 whole entry, looked up): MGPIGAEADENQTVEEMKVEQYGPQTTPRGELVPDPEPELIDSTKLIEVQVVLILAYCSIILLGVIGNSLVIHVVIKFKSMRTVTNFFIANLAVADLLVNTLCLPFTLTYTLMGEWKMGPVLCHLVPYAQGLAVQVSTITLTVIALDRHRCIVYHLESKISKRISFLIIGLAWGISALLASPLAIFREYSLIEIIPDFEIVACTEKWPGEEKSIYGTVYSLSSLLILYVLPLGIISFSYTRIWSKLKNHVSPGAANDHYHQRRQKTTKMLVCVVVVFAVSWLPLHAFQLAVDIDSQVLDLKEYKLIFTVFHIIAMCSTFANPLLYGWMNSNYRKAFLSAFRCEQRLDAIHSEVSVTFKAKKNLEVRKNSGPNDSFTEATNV
# GALR2 antag: GALR2 (human) receptor antagonism; GALR2-expressing cells, antagonist mode; inhibition, % at 4 µM; actives 0.39% (n = 140,000); AID 828; in the data active = inhibition above about 27%;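 also: cells stimulated with galanin 1-16 at roughly its EC80; 0% = agonist challenge control and 100% = basal control without agonist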
# Target sequence (O43603 whole entry, looked up): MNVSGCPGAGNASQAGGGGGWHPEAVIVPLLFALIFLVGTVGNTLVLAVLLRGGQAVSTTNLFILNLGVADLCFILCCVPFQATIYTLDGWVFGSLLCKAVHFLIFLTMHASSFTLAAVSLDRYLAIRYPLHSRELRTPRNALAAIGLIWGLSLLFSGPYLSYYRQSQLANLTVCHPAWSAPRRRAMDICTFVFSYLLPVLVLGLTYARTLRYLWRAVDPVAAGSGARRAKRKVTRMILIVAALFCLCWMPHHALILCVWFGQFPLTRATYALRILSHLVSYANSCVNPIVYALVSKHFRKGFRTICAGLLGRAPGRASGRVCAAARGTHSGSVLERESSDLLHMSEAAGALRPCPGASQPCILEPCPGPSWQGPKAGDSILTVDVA
# MRP-1 activ: activators of MRP-1. H69AR cells + doxorubicin, viability rescue, CellTiter-Glo. viability increase, % at 10 µM. actives 0.61% (n = 140,000). AID 799;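 active = viability gain under doxorubicin at or above a set limit, the compound median plus 3 SD, cut at about 4.7% in these data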;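 also: MRP-1 overexpressing cells given doxorubicin 25 µM after compound pretreatment; 18-22 h compound pretreatment then 72 h with doxorubicin before readout; 0% = doxorubicin-only wells and 100% = vehicle-treated cells without doxorubicin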
# Measles CPE: protection of cells from measles virus; protection (pct of control), % at 4 µM; actives 1.5% (n = 140,000); Measles virus-infected cells, CPE protection, absorbance; in the data active = protection mostly above about 24%, no sharp cut-off; inactive = mostly below about 26%; also: some compounds called inactive have numbers as strong as hits
# Phagocytosis inh: inhibitors of macrophage phagocytosis; J774A.1 macrophage IgG-bead phagocytosis, imaging; inhibition, % at 5 µM; actives 0.07% (n = 110,000);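 active = inhibition above the mean of the plate negative controls plus 5 SD, cut at about 13% in these data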;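 also: phagocytic index as fraction of beads internalized from green versus red external bead signal; plate controls were DMSO negative control for no effect and cytochalasin-D positive control for full effect; some results beyond the cut were filed as inactive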
# E-sel TNF inh: blocks E-selectin expression induced by TNF alpha. HUVEC TNFa-induced E-selectin immunofluorescence, high content. inhibition, % at 2 µM. actives 0.71% (n = 120,000). AID 1246;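 active = inhibition above the batch mean plus 3 SD, and confirmed as a hit on visual image review, cut at about 43% in these data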;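 also: 0% = TNF-stimulated DMSO wells and 100% = unstimulated control wells; not every result past the cut was called active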
# The depositor's hits bear a star; x = not tested or not shown.
1: COc1cc(SC)ccc1C(=O)Nc1ccc(S(=O)(=O)N2CCCC2)cc1
2: COc1ccc(-c2cc3nc(C4CCN(C(=O)OC(C)(C)C)CC4)c(C(=O)O)cn3n2)cc1
3: COc1ccc(S(=O)(=O)N(CC(=O)NCCCN(C)C)c2ccc(C)cc2)cc1OC
4: Cc1cc(NC(=O)CSc2cn(C)c3ccccc23)no1
5: CC(C)c1ccc2c(c1)C(=O)NC(C)(C)C2
6: Cc1cc2cc(CN(Cc3cccs3)C(=S)NCC3CCCO3)c(=O)[nH]c2cc1C (stereo unspecified)
7: O=C(C(NS(=O)(=O)c1cccc2nsnc12)c1ccccc1)N1CCN(c2ccccc2)CC1 (stereo unspecified)
8: c1ccc(CNc2ncnc3c2cnn3-c2ccccc2)cc1

entry no.	1	2	3	4	5	6	7	8
Yeast growth inh	-76	-31	-7	-23	14	4	-63	-24
Yeast life ext	7	-12	-2	-3	-3	-1	13	-13
PTEN del growth	71	81	104	102	93	87	77	32
bCat KO growth	85	95	81	96	93	97	75	43
NPY-Y2 antag	3	0	-1	2	2	-1	1	1
GALR2 antag	2	-12	-5	11	-8	-18	0	13
MRP-1 activ	-4.2	-3.3	-4.0	0.1	-1.9	-2.8	-0.4	-1.9
Measles CPE	33	7	10	26	6	6	4	10
Phagocytosis inh	1	-5	-3	0	-1	-7	1	-1
E-sel TNF inh	-2	x	x	x	15	14	x	-33

9: Nc1nc(CSc2nc3ccccc3s2)nc(N2CCCCC2)n1
10: C=C(C)COc1ccc2c(C)c(C)c(=O)oc2c1OCC(=C)C
11: O=C(NC1c2ccccc2-c2ccccc21)N1CCCCC1
12: Brc1ccccc1OCCOCCOc1cccc2cccnc12
13: O=C(Cn1c(=O)oc2ccccc21)N1CCN(c2ccc(N3CCOCC3)nn2)CC1
14: O=C(Nc1ccc2c(c1)nc1n2CCCCC1)c1cc(S(=O)(=O)N2CCOCC2)ccc1Cl
15: CC1(C(=O)NC2CCCC2)CCC(=O)N1Cc1ccc2c(c1)OCO2 (stereo unspecified)
16: CC1=C(C(=O)OCc2ccc3c(c2)OCO3)C(c2ccc(Cl)cc2)NC(=O)N1 (stereo unspecified)

entry no.	9	10	11	12	13	14	15	16
Yeast growth inh	-36	-14	-52	-38	1	6	-8	-16
Yeast life ext	-9	-8	-2	-17	-6	-13	-6	x
PTEN del growth	93	66	102	65	95	71	106	14
bCat KO growth	83	60	87	75	92	68	100	14
NPY-Y2 antag	13	9	2	7	0	0	0	8
GALR2 antag	-5	2	-7	-8	3	8	-15	-3
MRP-1 activ	1.0	-2.0	-1.0	-1.2	-1.3	-0.8	-0.1	-4.9
Measles CPE	16	14	31	31	5	17	4	6
Phagocytosis inh	-1	-1	-1	x	0	0	3	1
E-sel TNF inh	-5	-18	34	-36	x	x	x	x

# Two successive entries already listed, for reference:
13: O=C(Cn1c(=O)oc2ccccc21)N1CCN(c2ccc(N3CCOCC3)nn2)CC1
14: O=C(Nc1ccc2c(c1)nc1n2CCCCC1)c1cc(S(=O)(=O)N2CCOCC2)ccc1Cl

entry no.	13	14
Yeast growth inh	1	6
Yeast life ext	-6	-13
PTEN del growth	95	71
bCat KO growth	92	68
NPY-Y2 antag	0	0
GALR2 antag	3	8
MRP-1 activ	-1.3	-0.8
Measles CPE	5	17
Phagocytosis inh	0	0
E-sel TNF inh	x	x

# More results:
17: Cc1[nH]n(-c2ccc(Cl)cc2)c(=O)c1C=NC12CN3CN(CN(C3)C1)C2
18: Cc1ccc(Oc2ncnc3sccc23)cc1
19: Cc1cccc(OCCC(=O)OCC(=O)N2CCc3ccccc32)c1
20: COc1ccc(NC(=S)Nc2ccc3nsnc3c2)cc1
21: Cc1ccn(C(CC(=O)c2ccc(Br)cc2)C(=O)O)n1 (stereo unspecified)
22: COc1ccc(Cl)cc1C(=O)Nc1ccccc1N1CCN(C(=O)C(C)C)CC1
23: c1ccc(-c2n[nH]c(-c3ccccn3)n2)cc1
24: COc1ccc(CNC(=O)OCCN2CCN(S(=O)(=O)c3ccc(C)cc3)CCC2=O)cc1

entry no.	17	18	19	20	21	22	23	24
Yeast growth inh	-24	2	-23	-37	-17	-25	-13	-21
Yeast life ext	-3	-3	-21	-5	-5	-8	-10	-3
PTEN del growth	93	94	98	59	108	70	43	91
bCat KO growth	87	100	90	42	89	78	70	102
NPY-Y2 antag	2	2	4	-1	9	5	2	2
GALR2 antag	-9	0	2	21	-12	6	2	11
MRP-1 activ	-2.5	-2.3	-0.9	-3.0	-2.5	-3.9	-5.8	-1.1
Measles CPE	7	16	11	4	19	15	8	7
Phagocytosis inh	-8	-6	x	-9	-1	-1	-1	x
E-sel TNF inh	x	x	-37	-1	9	x	7	x

25: CC(C)(C)c1ccc(C(=O)Nc2ccc(NC(=O)c3ccco3)cc2)cc1
26: Cc1nc(C)c(C(=O)NNS(=O)(=O)c2ccc([N+](=O)[O-])cc2)s1
27: COc1ccc(/C=N/S(=O)(=O)CCc2ccccc2)c(OC)c1
28: COCCNC(=O)c1onc(CSc2ccc(C)c(C)c2)c1C(=O)O
29: O=C(Nc1nnc(C2=COCCO2)o1)c1ccc(Cl)cc1
30: COc1ccc(C(=O)Oc2ccc(=O)n(-c3ccccc3)n2)cc1
31: Cc1nn(-c2ccccc2)c(Cl)c1C(=O)NCCCCNC(=O)c1c(C)nn(-c2ccccc2)c1Cl
32: COCCn1c(N)c(C(=O)NCC2CCCO2)c2nc3ccccc3nc21 (stereo unspecified)

entry no.	25	26	27	28	29	30	31	32
Yeast growth inh	-12	-17	-31	-61	-15	-9	-8	-1
Yeast life ext	-11	2	2	0	-5	21	-6	-28
PTEN del growth	23	101	102	110	95	93	97	60
bCat KO growth	8	93	89	104	80	102	96	64
NPY-Y2 antag	-2	3	2	7	5	3	-2	5
GALR2 antag	16	-2	0	1	9	1	19	3
MRP-1 activ	-5.7	-1.0	0.0	-0.7	-3.8	-2.5	-1.2	-1.4
Measles CPE	3	26	11	12	8	27	0	9
Phagocytosis inh	x	-13	-10	x	x	x	-2	-2
E-sel TNF inh	-8	x	x	1	2	8	13	x

33: N#CC(C#N)=c1ccc2c(c1)N1C3=C(CCCC3)CC3CCCCC31N=2 (stereo unspecified)
34: Cc1ccc(CNC(=O)C2CCN(S(=O)(=O)c3c(C)noc3C)CC2)cc1
35: O=C(N/N=C/c1cc([N+](=O)[O-])ccc1N1CCNCC1)c1ccc([N+](=O)[O-])cc1
36: CCOC(=O)c1c(N/N=C/c2ccncc2)n[nH]c1C
37: Cc1ccc(-c2nnn(CC(=O)N(CCO)C(C(=O)NC(C)(C)C)c3ccncc3)n2)cc1 (stereo unspecified)
38: O=C(NC12CC3CC(CC(C3)C1)C2)c1ccc(-c2ccc(Br)cc2)o1
39: CC(=O)Nc1cccc(NC(=O)COc2nncc3ccccc23)c1
40: N#CCSc1nnc2ccc3ccccc3n12

entry no.	33	34	35	36	37	38	39	40
Yeast growth inh	1	-23	-50	-27	-31	-49	-6	-45
Yeast life ext	15	-17	-16	3	1	0	3	-15
PTEN del growth	41	100	1.1*	102	87	55	95	93
bCat KO growth	30	98	1.6*	102	81	67	97	86
NPY-Y2 antag	-2	0	-4	0	1	8	1	2
GALR2 antag	-7	-22	-1	-10	-1	2	-19	-3
MRP-1 activ	-6.1	-2.1	-5.9	-1.3	-1.0	-1.9	-1.9	-1.6
Measles CPE	17	12	9	5	4	6	26	7
Phagocytosis inh	0	-1	x	0	0	-12	x	x
E-sel TNF inh	7	-6	x	27	-57	x	x	8

41: S=C(c1cn(CCOc2ccccc2)c2ccccc12)N1CCCC1
42: COC(=O)c1ccc(C2NC(=S)N(c3ccccc3)C(C)=C2C(=O)Nc2ccccc2OC)cc1 (stereo unspecified)
43: CCOC(=O)C(NC(=O)NCc1ccccc1)(OCC)C(F)(F)F (stereo unspecified)
44: O=C(c1cnn2ccccc12)N(Cc1ccco1)C1CCCC1
45: O=C(CSc1nnc(-c2ccccc2)n1C1CCCCC1)N1CCCC1
46: N#Cc1ccc2ccn(CC(=O)NCc3ccco3)c2c1
47: O=C(Nc1ccccn1)C1COc2ccccc2O1 (stereo unspecified)
48: Cc1ccccc1N(C(=O)Cc1cccs1)C(C(=O)NC1CCCCC1)c1cn(C)nc1C (stereo unspecified)

entry no.	41	42	43	44	45	46	47	48
Yeast growth inh	-19	-42	-8	-55	-15	-85	-28	-18
Yeast life ext	-4	-6	4	-10	-6	-7	x	-1
PTEN del growth	48	83	34	89	94	97	99	84
bCat KO growth	38	90	40	89	94	93	105	85
NPY-Y2 antag	2	5	3	1	2	-1	3	5
GALR2 antag	-21	-2	-6	-5	-3	-7	-11	-22
MRP-1 activ	-3.0	-0.6	-2.9	-2.1	-2.7	-1.3	-1.0	-2.4
Measles CPE	15	8	21	32	4	12	28	20
Phagocytosis inh	1	-1	x	-1	-1	-1	x	-10
E-sel TNF inh	-22	15	2	-8	-22	-7	10	x

49: O=C(Nc1cccc2ncccc12)c1ccc(-c2ccc(Cl)cc2Cl)o1
50: Cc1sc2nc(C(C)(C)C)oc(=O)c2c1C
51: CC(C)n1c(N2CCN(C(=O)Nc3ccc(F)cc3F)CC2)nc2ccccc21
52: CCOC(=O)c1cnc2ccc(C(=O)OC)cc2c1NCCN1CCOCC1
53: CC(C(=O)N1CCN(C2c3ccccc3-c3ccccc32)CC1)N1C(=O)c2ccccc2C1=O (stereo unspecified)
54: CCOC(=O)N1CCC(Nc2c(Nc3cccc(CC)c3)c(=O)c2=O)CC1
55: Cc1cc(C)cc(NC(=O)CN(C)S(=O)(=O)c2cccc3nsnc23)c1
56: CCC(=O)NC(=S)NNC(=O)c1ccc([N+](=O)[O-])cc1

entry no.	49	50	51	52	53	54	55	56
Yeast growth inh	-28	-40	-12	8	-35	-29	-52	-21
Yeast life ext	-17	-14	-6	-11	-1	-3	-7	-7
PTEN del growth	59	99	91	93	91	33	78	79
bCat KO growth	61	88	108	91	91	30	92	68
NPY-Y2 antag	8	2	-1	5	5	0	0	0
GALR2 antag	-8	-7	-6	-8	6	6	-5	-12
MRP-1 activ	-1.0	0.5	-1.3	-3.6	-0.4	-4.7	0.3	-2.7
Measles CPE	4	8	23	5	3	10	23	8
Phagocytosis inh	4	1	x	0	x	-2	0	x
E-sel TNF inh	21	19	-19	x	x	-10	x	-9

# Ordered by number of heavy atoms (ascending): part of the list above.
50: Cc1sc2nc(C(C)(C)C)oc(=O)c2c1C
49: O=C(Nc1cccc2ncccc12)c1ccc(-c2ccc(Cl)cc2Cl)o1
54: CCOC(=O)N1CCC(Nc2c(Nc3cccc(CC)c3)c(=O)c2=O)CC1
52: CCOC(=O)c1cnc2ccc(C(=O)OC)cc2c1NCCN1CCOCC1
53: CC(C(=O)N1CCN(C2c3ccccc3-c3ccccc32)CC1)N1C(=O)c2ccccc2C1=O (stereo unspecified)

entry no.	50	49	54	52	53
Yeast growth inh	-40	-28	-29	8	-35
Yeast life ext	-14	-17	-3	-11	-1
PTEN del growth	99	59	33	93	91
bCat KO growth	88	61	30	91	91
NPY-Y2 antag	2	8	0	5	5
GALR2 antag	-7	-8	6	-8	6
MRP-1 activ	0.5	-1.0	-4.7	-3.6	-0.4
Measles CPE	8	4	10	5	3
Phagocytosis inh	1	4	-2	0	x
E-sel TNF inh	19	21	-10	x	x
